# High-throughput results deposited in PubChem BioAssay by National Center for Advancing Translational Sciences (NCATS).
# TDP-43 yeast inh = qHTS of TDP-43 Inhibitors; TDP-43 expressing yeast growth rescue, BacTiter-Glo, 24 h; 1.8% of 410,000 active; Potency, µM (highest dose often 46.1 µM), for the others: top-dose growth rescue (activation), most hits filed as activators; also: potency is read from the fitted curve at half-maximal effect; % of control where 0% means no effect; nearly all actives have a fitted effect of over 50% in size
#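 Luminescence from BacTiter-Glo reports growth of TDP-43-expressing yeast after 24 hr at 30 deg C with compound. Cells were raffinose-pregrown to mid-log, then seeded in galactose medium at OD600=0.02.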
# MmCpn inh = Inhibitors of TCP-1 ring complex (TRiC) of Methanococcus maripaludis (MmCpn): qHTS. 0.031% of 330,000 active. purified Mm-Cpn ATPase, ADP Transcreener TR-FRET. Chaperonin Mm-Cpn (Methanococcus maripaludis). AID 504842, 2011. Potency, µM (top dose mostly 76.9 µM), inactives show top-dose activity, negative = inhibition, actives largely listed as inhibitors; also: potency is read from the fitted curve at half-maximal effect; % is scaled to controls: 0 for no effect and ±100 for the full control effect; nearly all actives have a fitted effect of over 80% in size
#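 Purified archaeal Mm-CPN (25nM final) preincubated 10 min at 37degC with compound, then 10uM ATP for 30 min at 37degC; ADP measured by HTRF Transcreener TR-FRET; buffer 30 mM TRIS pH 7.4, 100mM KCl, 5mM MgCl2, 1mM DTT.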
# GLP1R cytotox = qHTS of GLP-1 Receptor Inverse Agonists: Cytotox Screen | HEK293 cAMP-luciferase reporter cells, luminescence, 24 h | Potency, µM (series often up to 38.3 µM), for the others: top-dose activity change, negative = inhibition, actives largely listed as inhibitors | 0.13% of 410,000 active;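 also: loss of luciferase light is scored as toxicity; potency is read from the fitted curve at half-maximal effect; % is scaled to controls: 0 for no effect and ±100 for the full control effect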
#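 Luminescence readout: signal drop marks cytotoxicity. Plated cells grew 12 h at 37 °C, 5% CO2, received 23 nL compound for 24 h, then got luciferase reagent, read after 12 min at RT.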
# FUS yeast rescue = qHTS for Suppressors of FUS Proteinopathy: Primary screen using FUS-linked yeast assay. S. cerevisiae FUS-expressing, growth rescue, OD600, 24 h. Potency, µM (titrated, usually from 76.6 µM), for inactives: top-dose growth rescue (activation), usual class: activators. 0.24% of 390,000 active. AID 1347120, 2019;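 also: potency is read from the fitted curve at half-maximal effect; plate controls were DMSO vehicle for no effect and reference control for full effect; nearly all actives have a fitted effect of over 55% in size; some results filed as inactive show a strong effect at the top dose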
#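 Read-out: OD at 600 nm after 24hr at 30C, reporting rescue of FUS-induced yeast toxicity. Cells at OD 0.005 in galactose (2%) minimal medium; compounds tested in a dilution series; CP55940 titration from 92uM final as control.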
# GLP-1R inv ag = qHTS of GLP-1 Receptor Inverse Agonists (Inhibition Mode). 1.6% of 410,000 active. HEK293 GLP-1R CRE-luciferase, luminescence, 24 h; GLP-1R form is constitutively active. Potency, µM (series often up to 38.3 µM), for inactives: top-dose activity change, negative = inhibition, hits mostly inhibitors. Glucagon-like peptide 1 receptor (Homo sapiens), P43220; also: potency is read from the fitted curve at half-maximal effect; % is scaled to controls: 0 for no effect and ±100 for the full control effect; nearly all actives have a fitted effect of over 55% in size
# Target sequence (P43220 whole entry, looked up): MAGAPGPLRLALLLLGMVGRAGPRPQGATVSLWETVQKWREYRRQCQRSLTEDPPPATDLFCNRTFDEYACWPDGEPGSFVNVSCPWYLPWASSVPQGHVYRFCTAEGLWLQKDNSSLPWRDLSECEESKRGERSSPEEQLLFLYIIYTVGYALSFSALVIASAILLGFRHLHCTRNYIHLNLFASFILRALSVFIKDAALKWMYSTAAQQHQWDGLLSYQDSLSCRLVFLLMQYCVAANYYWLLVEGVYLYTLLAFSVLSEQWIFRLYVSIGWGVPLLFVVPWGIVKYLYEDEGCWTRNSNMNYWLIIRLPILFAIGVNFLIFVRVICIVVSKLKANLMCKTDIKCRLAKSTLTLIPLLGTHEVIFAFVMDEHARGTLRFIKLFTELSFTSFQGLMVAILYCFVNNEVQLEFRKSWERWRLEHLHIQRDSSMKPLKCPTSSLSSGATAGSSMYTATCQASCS
#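 Seeding at 200 cells/uL, 12 h culture, 24 hr compound treatment, then luciferase reagent and a luminescence read; cells are HEK293 stably expressing a constitutively active GLP-1R plus cAMP-responsive luciferase.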
# Akt phos inh = HTS Assay for Inhibitors of Akt Phophorylation: Primary Screen; AID 651550, 2012; Neuro2A IGF-stimulated pAkt S473 HTRF, 20 min; active compounds read low; activity change, % for hits at 50 µM; 0.32% of 360,000 active; in the data active = activity change below about -80%; inconclusive = mostly about -51% to -80%; also: % is scaled to controls: 0 for no effect and ±100 for the full control effect
#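 Neuro2A cells in DMEM with 0.5% FBS, overnight at 37 deg C, given compound at single 50 µM final, then IGF (6 nM final) for 20 min at 37 deg C. Lysed; phospho-Akt Ser473 by HTRF after 24 h, 665/615 ratio.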
# Abeta rescue = qHTS for compounds that reverse cellular toxicity of Amyloid beta (A-beta) peptide in yeast: Primary Screen | yeast expressing A-beta42, growth rescue, OD600, 48 h; response scale: 0% DMSO, 100% iron-clioquinol control | Potency, µM (series often up to 46.1 µM), without a hit: at the highest dose growth rescue, usual class: activators | 0.063% of 410,000 active; also: potency is read from the fitted curve at half-maximal effect; nearly all actives have a fitted effect of over 55% in size
#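 Growth rescue measured by 600 nm absorbance after 48 h yeast culture at 30 C with compound. Values normalized between DMSO and an equimolar ferric chloride plus clioquinol control.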
# PTHR1 agonist = qHTS for PTHR1 Agonists: Primary Screen | HEK293 GP2 PTHR1 cells, GloSensor cAMP luminescence, 1 h | Potency, µM (series often up to 115 µM), without a hit: at the top dose activation, most hits filed as activators | 0.075% of 410,000 active | AID 743266, 2014; also: potency is read from the fitted curve at half-maximal effect; nearly all actives have a fitted effect of over 55% in size; some results filed as inactive show a strong effect at the top dose; inactives centre near -15; many of its hits are not listed in these tables
# Target sequence (Q03431 whole entry, looked up): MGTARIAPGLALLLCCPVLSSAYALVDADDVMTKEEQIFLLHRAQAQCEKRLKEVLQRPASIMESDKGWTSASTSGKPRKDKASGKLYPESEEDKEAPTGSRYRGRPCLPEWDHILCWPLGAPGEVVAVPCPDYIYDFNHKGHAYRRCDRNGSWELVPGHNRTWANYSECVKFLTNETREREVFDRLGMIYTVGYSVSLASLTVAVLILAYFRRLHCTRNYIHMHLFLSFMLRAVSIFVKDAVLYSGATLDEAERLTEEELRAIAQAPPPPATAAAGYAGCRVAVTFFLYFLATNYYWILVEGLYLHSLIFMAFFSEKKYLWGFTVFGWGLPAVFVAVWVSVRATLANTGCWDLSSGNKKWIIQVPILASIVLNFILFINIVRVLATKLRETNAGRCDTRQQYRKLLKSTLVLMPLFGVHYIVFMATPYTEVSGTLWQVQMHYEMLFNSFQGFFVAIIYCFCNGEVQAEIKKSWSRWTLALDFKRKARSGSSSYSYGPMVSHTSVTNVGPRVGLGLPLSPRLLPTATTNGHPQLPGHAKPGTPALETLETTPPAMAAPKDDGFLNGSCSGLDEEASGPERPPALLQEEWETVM
#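 HEK-293-derived GP2 cells expressing PTHR1 and a GloSensor cAMP reporter, 3,000/well, plated overnight, given luciferin plus IBMX (each 0.5 mM as added) for 1 h at 37 °C, then compound for 1 h at 37 °C. Luminescence was read after 15 min at room temperature.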
# aSyn yeast inh = qHTS of alpha-syn Inhibitors | Yeast expressing alpha-synuclein, growth rescue, BacTiter-Glo, 24 h | Potency, µM (doses to about 46.1 µM), for inactives: top-dose growth rescue (activation), actives largely listed as activators | 0.14% of 370,000 active | AID 652106, 2013; also: potency is read from the fitted curve at half-maximal effect; % of control where 0% means no effect; nearly all actives have a fitted effect of over 65% in size
#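 Rescue of yeast growth: cells expressing toxic alpha-synuclein, induced in galactose at OD600 0.02, incubated with compound 24 h at 30 C. ATP luminescence quantified growth; inhibitors of toxicity appear as activators.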
# An asterisk follows results filed as active; i = inactive; ? = inconclusive; nt = no result given; [ ] = remark or other dose. Unless noted, calls follow the shape of the dose curve; as a rule, active = well fitted curve in the direction sought with a large enough effect; inconclusive = small, poorly fitted or top-dose-only effect, or another doubt; inactive = no such curve, though single readings can be large; an effect the other way counts as inactive or inconclusive. Some of the compounds tested; rates above refer to the full screens.
SMILES,FUS yeast rescue,MmCpn inh,Akt phos inh,GLP-1R inv ag,Abeta rescue,TDP-43 yeast inh,aSyn yeast inh,GLP1R cytotox,PTHR1 agonist
O=C(NCC1CC1)c1ccc2nc([C@@H]3O[C@H](CO)[C@H](O)[C@H](O)[C@H]3O)[nH]c2c1,-7.4%,nt,i,-1.3%,-17.5%,21.9%,0.1%,-8.4%,i
CCOc1ccc(NC(=O)CN2CCN(c3ccc(F)cc3)CC2)cc1,7.1%,1.4%,i,?,14.6%,2.2%,5.6%,-7.7%,-4.4%
Cc1cc(C)n(CCNC(=O)c2cc(COc3ccc4ncccc4c3)on2)n1,-23.7%,1.3%,i,-9.7%,1.1%,11.3%,5.1%,-19.3%,-87.8%[inhibitor]
Nc1nc2ccc(-c3nc4ccccc4o3)cc2s1,20.2%,-2.9%,i,91.8%[activator],-54.2%[inhibitor],?,0.4%,-5.6%,-13.3%[57.5 µM]
C=CCNC(=S)Nc1ccc2nc(C)oc2c1,19.2%,0.8%,i,7.0%,-8.8%,nt,0.8%,4.2%,?
CCCC(=O)Nc1nc2nc(-c3ccccc3)cc(-c3ccccc3)n2n1,1.4%,-0.8%,i,31.9%[activator],-1.8%,-1.2%,-0.9%,23.8%,-6.7%[57.5 µM]
Cn1c(=O)c2c(nc(N3CCN(C(=O)c4ccco4)CC3)n2CCSc2ncccn2)n(C)c1=O,-4.5%,1.3%,i,5.1%,-2.9%,nt,0.0%,5.0%,i
Cc1nc(C)c(C(=O)O)c(-c2ccsc2)c1C(=O)O,11.2%,0.4%,i,11.3%,-10.5%,4.7%,1.3%,2.8%,i
COc1ccc(NC(=O)c2sc3nc4c(cc3c2N)CCCCCC4)c(OC)c1,2.2%,nt,nt,-4.7%,6.9%,16.5%,nt,1.5%,-9.0%
COC(=O)c1oc2ccccc2c1-n1cccc1,1.1%,-6.4%,i,1.9%,23.7%,-2.7%,13.3%,0.0%,?
CCOC(=O)Cn1c(S(=O)(=O)Cc2cccc(F)c2)nc(-c2ccccc2)c1-c1ccccc1,24.1%,1.7%,i,-12.3%,22.7%,-8.6%,2.8%,9.7%,i
Cc1nc2ccc(C(C(F)(F)F)(C(F)(F)F)C(F)(F)F)cc2[nH]1,23.4%,3.2%,i,?,-87.5%[inhibitor],-56.6%[inhibitor],-26.4%,-6.4%,-6.5%[57.5 µM]
CC(C)c1ccc(S(=O)(=O)N2CCC(C(=O)NCC3(N(C)C)CCCCC3)CC2)cc1,21.9%,0.1%,i,?,12.3%,-9.5%,1.0%,-13.0%,i
CC1CCN(Cc2c(C(=O)O)nnn2-c2nonc2N)CC1,-11.2%,-0.4%,i,8.9%,3.6%,-11.9%,-3.4%,3.0%,-92.9%[inhibitor]
c1ccc(OCc2nn3c(Cn4cnc5ccccc54)nnc3s2)cc1,20.9%,1.0%,nt,-21.8%,9.4%,-14.0%,-30.3%[inhibitor],8.3%,i
CCCCCCCCCn1cc(C(C)=O)c(=O)[nH]c1=O,-6.1%,1.8%,i,8.4%,12.2%,?,3.0%,3.0%,i
CCOC(=O)c1cnn(-c2cc(C)nc3c(-c4ccccc4)cnn23)c1N,-35.6%,0.3%,i,6.5%,13.4%[9.22 µM],12.2%,5.0%,77.3%,-23.8%
Cc1ccccc1NC(=O)Nc1cc(S(N)(=O)=O)ccc1C,-6.0%,3.4%,i,12.5%,1.4%,-12.5%,-7.0%,6.7%,i
CCC1CCc2nc3sc(C(=O)Nc4ccc(F)c(Cl)c4)c(N)c3cc2C1 (configuration not stated),-24.8%,nt,nt,-4.0%,-6.0%,18.0%,nt,-6.2%,-1.6%
CNC(=O)CSc1nnc(-c2ccco2)n1-c1cccc(C)c1,-0.9%,-0.2%,i,60.8%[activator],14.9%,9.7%,1.0%,5.9%,i
O=C(C[C@@H]1C/C=C\CC[C@H](Cc2ccc(F)cc2)C(=O)OC[C@@H]2CCCN2C1=O)N[C@H](CO)Cc1ccccc1,?,2.5%,i,?,-4.1%,0.0%,2.2%,0.3%,i
CCCN1CCN(CCCNC(=O)Cn2ncc3c4ccccc4n(C)c3c2=O)CC1,-23.9%,-1.0%,i,-8.6%,4.1%,11.0%,-1.0%,6.4%,-12.0%
CCOC(=O)C[C@H]1c2cc(C(F)(F)F)ccc2S(=O)(=O)N1C(C)C,-7.8%,nt,i,2.0%,-12.7%,18.0%,-3.2%,16.5%,-9.8%
Cc1cc(C)n(CC(=O)NNC(=O)c2cccc(C(F)(F)F)c2)n1,9.0%,1.8%,i,10.1%,-1.0%,13.4%,-0.4%,0.7%,i
C=CCOC(=O)N1CCN(c2cccc(C(F)(F)F)c2)CC1,-2.8%,-0.1%,i,-18.3%,22.7%,18.1%,5.5%,4.7%,-2.5%

# More records
SMILES,FUS yeast rescue,MmCpn inh,Akt phos inh,GLP-1R inv ag,Abeta rescue,TDP-43 yeast inh,aSyn yeast inh,GLP1R cytotox,PTHR1 agonist
CC1CN(C(=O)N(C)C)CCN1C(=O)N(C)C (configuration not stated),-7.2%,1.2%,i,10.9%,-0.6%,-7.2%,-5.3%,-11.8%,i
CCCCNc1c(N)n(CC(C)C)c(=O)[nH]c1=O,-24.4%,1.5%,i,-3.5%,-5.4%,0.0%,7.2%,2.1%,-22.6%
CCC(=O)N1CCC1(C)C(=O)Nc1ccc2c(c1)CCN2C(C)=O (configuration not stated),-6.8%,nt,i,24.4%,-22.3%,13.8%,-1.8%,-4.6%,i
CSc1nnc2c(n1)OC(C)N(C(=O)c1ccccc1)c1ccccc1-2 (configuration not stated),5.2%,-4.0%,i,-7.2%,-8.0%,11.1%,-4.2%,2.6%,-16.5%[57.5 µM]
Cn1ncc2c(Nc3cccc(F)c3)ncnc21,10.2%,nt,nt,13.7%,-8.9%,27.7%,nt,20.1%,?
CCCCN(C/C=C/c1ccccc1OC)Cc1ccccc1,3.7%,-7.7%,i,?,18.4%,1.3%,14.4%,?,-11.6%
CCCCCCOc1ccc(-c2nc3ccc(Br)cc3c(=O)o2)cc1,-18.5%,nt,nt,5.1%,-6.0%,24.5%,nt,5.5%,i
Cc1ccc(S(=O)(=O)N(C)C)cc1NC(=S)NC(C)CCC(C)C (configuration not stated),40.2%,2.4%,i,?,5.3%,-20.8%,-7.6%,-4.6%[1.53 µM],-22.9%
Cc1cccc(C(=O)NC2CCN(S(=O)(=O)c3cccc(F)c3)CC2)c1,-4.9%,nt,i,6.7%,-5.1%,-7.6%,5.2%,0.3%,i
O=C(c1ccccc1)c1ccc2nc[nH]c2c1,3.4%,-1.4%,i,-10.6%,17.5%,4.8%,5.7%,-4.9%,-27.8%[57.5 µM]
CCOC(=O)Cc1csc(NC(=O)CN(C)S(=O)(=O)c2cccc3cccnc23)n1,5.3%,0.5%,i,-12.2%,4.0%,-2.0%,-1.1%,1.6%,-7.6%
CCOC(=O)c1nnn(-c2nonc2N)c1CN1CCCC1,-22.8%,-0.7%,i,1.9%,1.2%,-13.1%,1.8%,0.0%,-0.8%
COc1ccc(CCNC(=O)CSc2nc(N)cc(=O)[nH]2)cc1OC,1.9%,-1.9%,i,-16.3%,11.6%,-5.7%,-4.0%,-2.9%,i
CCCCC(Sc1nc(N)c(NC(=O)c2ccc(OCC)cc2)c(=O)[nH]1)C(=O)O (configuration not stated),6.8%,-8.8%,i,21.5%,7.1%,-6.1%,-3.7%,4.3%,i
c1csc(-c2cn3ccc4ccccc4c3n2)c1,14.4%,-2.5%,i,?,-34.5%[inhibitor],0.0%,-9.9%,-7.5%,-61.3%[inhibitor]
COc1ccc(Nc2n[nH]c(N)c2C(N)=O)cc1,10.7%,1.2%,i,6.2%,-5.4%,-14.0%,-5.0%,2.4%,8.4%
O=C(NCCCN1CCN(c2ccccc2F)CC1)C1CCN(S(=O)(=O)N2CCOCC2)CC1,2.4%,1.8%,i,0.5%,10.9%,4.8%,1.1%,-7.2%,i
COc1ccc(C(=O)NC(=O)CSc2nnc(-c3ccco3)n2-c2ccccc2)cc1,nt,1.2%,i,0.0%,0.0%,-32.9%[inhibitor],-2.0%,11.1%,24.4%
NC(=O)c1c(NC(=O)COC(=O)CSc2nnc(-c3ccc(Cl)cc3)o2)sc2c1CCC2,10.1%,-1.1%,-104.3%*,6.8%,8.5%,13.4%,3.8%,-12.7%,i

# One compound at a time (already shown). Values in the order: FUS yeast rescue, MmCpn inh, Akt phos inh, GLP-1R inv ag, Abeta rescue, TDP-43 yeast inh, aSyn yeast inh, GLP1R cytotox, PTHR1 agonist
# O=C(C[C@@H]1C/C=C\CC[C@H](Cc2ccc(F)cc2)C(=O)OC[C@@H]2CCCN2C1=O)N[C@H](CO)Cc1ccccc1 across the screens: ?, 2.5%, i, ?, -4.1%, 0.0%, 2.2%, 0.3%, i
# CC1CN(C(=O)N(C)C)CCN1C(=O)N(C)C (configuration not stated) across the screens: -7.2%, 1.2%, i, 10.9%, -0.6%, -7.2%, -5.3%, -11.8%, i
